High-throughput results from PubChem BioAssay.
ROC1-CUL1 inh: inhibitors of human ROC1-CUL1 ubiquitin ligase activity. in vitro K48 di-Ub FRET, acceptor:donor ratio, 45 min. E3 ubiquitin-protein ligase RBX1 (Homo sapiens) + Cullin-1 (Homo sapiens), P62877+Q13616. AID 1347404, 2020. 140,000 compounds, 0.6% hits. inhibition, % at 10 µM; in the data active = inhibition above about 25%
Target sequence (P62877 whole entry, looked up): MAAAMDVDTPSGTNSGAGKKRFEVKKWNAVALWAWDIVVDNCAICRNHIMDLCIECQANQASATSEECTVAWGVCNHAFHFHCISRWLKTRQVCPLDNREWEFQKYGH
Target sequence (Q13616 whole entry, looked up): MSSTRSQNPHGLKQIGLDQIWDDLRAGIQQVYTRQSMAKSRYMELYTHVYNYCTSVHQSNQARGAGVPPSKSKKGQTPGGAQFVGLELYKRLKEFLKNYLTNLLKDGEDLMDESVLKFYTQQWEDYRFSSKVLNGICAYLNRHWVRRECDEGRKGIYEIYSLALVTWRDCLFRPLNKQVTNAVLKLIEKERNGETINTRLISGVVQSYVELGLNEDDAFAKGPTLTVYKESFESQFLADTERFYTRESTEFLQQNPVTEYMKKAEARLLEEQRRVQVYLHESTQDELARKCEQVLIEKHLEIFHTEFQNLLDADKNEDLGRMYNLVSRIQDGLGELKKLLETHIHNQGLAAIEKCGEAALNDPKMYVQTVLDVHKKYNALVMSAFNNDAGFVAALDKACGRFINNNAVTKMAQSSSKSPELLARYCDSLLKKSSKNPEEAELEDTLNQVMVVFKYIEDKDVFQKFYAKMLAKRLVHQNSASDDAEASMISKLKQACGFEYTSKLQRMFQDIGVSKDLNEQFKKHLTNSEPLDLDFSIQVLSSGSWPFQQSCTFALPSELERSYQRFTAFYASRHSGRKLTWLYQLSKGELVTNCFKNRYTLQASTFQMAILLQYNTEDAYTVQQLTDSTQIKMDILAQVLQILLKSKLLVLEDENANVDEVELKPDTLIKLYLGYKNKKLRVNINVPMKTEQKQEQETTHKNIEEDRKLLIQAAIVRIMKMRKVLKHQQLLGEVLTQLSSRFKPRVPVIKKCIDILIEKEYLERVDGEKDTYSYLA
* hit, by the source's call. These rows are one share of the data, so the mix of outcomes need not match the whole.

Start of the data: the first two records (preview)
ROC1-CUL1 inh	smiles
-2.5	CCCCNC(=O)C1CC(=O)N(c2cccc(C)c2)C1 (stereo not given)
-2.4	O=C(O)c1occc1CCc1ccsc1

Results, previewed entries included:
ROC1-CUL1 inh	smiles
-2.5	CCCCNC(=O)C1CC(=O)N(c2cccc(C)c2)C1 (stereo not given)
-2.4	O=C(O)c1occc1CCc1ccsc1
-3.4	CN1C(=O)/C(=C/c2cn(CC(N)=O)c3ccc(Br)cc23)SC1=Nc1cccc(Cl)c1Cl
-2.3	COCc1c(C(=O)NCc2ccc(OC)c(OC)c2)cnn1-c1nccc(-c2cc(C)sc2C)n1
6.3	Cc1ccc(-n2c(=O)c3c4c(sc3n(CC(=O)Nc3cccc(Cl)c3)c2=O)CCCCC4)cc1C
11.1	CCN1C2=C(C(=O)CCC2)C(c2cc(Cl)ccc2OCC(=O)O)C2=C1CCCC2=O
-1.9	Cc1ccc(Cc2nc3ccccc3nc2SCC(=O)N2CCCc3ccccc32)cc1
2.5	CC(C)Nc1nc(NC(C)C)nc(N(C#N)CCOc2ccccc2)n1
3.0	COC(=O)c1cc2occc2n1CC(=O)Nc1ccc(N(C)C)cc1
5.8	CC1CCc2c(sc3ncn(Cc4ccc(Cl)cc4)c(=O)c23)C1 (stereo not given)
4.4	Cc1nn(-c2ccccc2)c2c1C(c1c(Cl)cccc1Cl)C(C#N)C(=N)O2 (stereo not given)
6.6	CC(C)Oc1ccc(C(=O)N2CCC(c3nc4ccccc4s3)CC2)cc1
6.8	CC(=O)c1cccc(N2C(=O)C3C(c4ccccc4)C=CC(c4ccccc4)C3C2=O)c1 (stereo not given)
0.0	COC(=O)CCC(=O)N1CCc2[nH]nc(-c3ccc4c(c3)OCO4)c2C1
4.1	CCN1CCN(CCCNC(=O)c2cc3c(s2)-c2ccccc2OC3)CC1

A run of entries of the results above:
ROC1-CUL1 inh	smiles
-2.5	CCCCNC(=O)C1CC(=O)N(c2cccc(C)c2)C1 (stereo not given)
-2.4	O=C(O)c1occc1CCc1ccsc1
-3.4	CN1C(=O)/C(=C/c2cn(CC(N)=O)c3ccc(Br)cc23)SC1=Nc1cccc(Cl)c1Cl
-2.3	COCc1c(C(=O)NCc2ccc(OC)c(OC)c2)cnn1-c1nccc(-c2cc(C)sc2C)n1
6.3	Cc1ccc(-n2c(=O)c3c4c(sc3n(CC(=O)Nc3cccc(Cl)c3)c2=O)CCCCC4)cc1C
11.1	CCN1C2=C(C(=O)CCC2)C(c2cc(Cl)ccc2OCC(=O)O)C2=C1CCCC2=O

Some of these compounds in order of their number in ROC1-CUL1 inh, highest first.
ROC1-CUL1 inh	smiles
5.8	CC1CCc2c(sc3ncn(Cc4ccc(Cl)cc4)c(=O)c23)C1 (stereo not given)
2.5	CC(C)Nc1nc(NC(C)C)nc(N(C#N)CCOc2ccccc2)n1
0.0	COC(=O)CCC(=O)N1CCc2[nH]nc(-c3ccc4c(c3)OCO4)c2C1
-2.3	COCc1c(C(=O)NCc2ccc(OC)c(OC)c2)cnn1-c1nccc(-c2cc(C)sc2C)n1

Continued.
ROC1-CUL1 inh	smiles
5.1	Cc1ncc2c(c1-c1noc(-c3cc(C4CC4)on3)n1)CCN(C(=O)C(C)C)C2
-5.5	CC(C)(C)OC(=O)NC(C(=O)Oc1ccc2c(=O)c(Oc3ccccc3)coc2c1)c1ccccc1 (stereo not given)
4.3	COCCn1c(=NC(=O)c2ccc3c(c2)OCCO3)sc2cc(C(=O)OC)ccc21
-0.8	O=C(NCCn1cc(SCc2ccc(F)cc2)c2ccccc21)c1cccs1
-0.3	CCOc1ccc(Cn2c(CNS(=O)(=O)c3ccc([N+](=O)[O-])cc3)nc3cccnc32)cc1
-4.7	C=C(C)Cn1c(=S)[nH]c2sc3c(c2c1=O)CCCC3
-5.0	Cc1cc(=O)c(C(=O)NC2CC(C)(C)Cc3nc(N4CCOCC4)ncc32)c[nH]1 (stereo not given)
3.6	Cc1coc2c(C)c3oc(=O)c(CCC(=O)NCCc4ccccc4)c(C)c3cc12
11.2	COC(=O)c1ccccc1NC(=O)CSc1nc2ccccc2n1Cc1ccccc1
-10.4	O=C(Nc1cccc(C(F)(F)F)c1)C12CC3CC(CC(C3)C1)C2
14.8	O=C(O)c1ccc(-c2ccc(/C=N/Nc3nc(Nc4ccccc4)nc(N4CCOCC4)n3)o2)cc1
-3.2	O=C(NCC1(c2ccccc2)CCOCC1)C1COc2ccccc2O1 (stereo not given)
-6.0	CCOC(=O)c1cc(-c2ccccc2)sc1NC(=O)c1cccs1
7.5	CC(=O)N1CCc2c(sc3c2c(=O)n(-c2ccc(C)cc2)c(=O)n3Cc2ccccc2C)C1
0.6	Cc1ccc(C(=O)N2CCC(C(Cc3ccccc3)N(C)C(=O)c3cccs3)CC2)cc1C (stereo not given)
5.8	CCCCSc1nnc2c(n1)OC(c1cccn1C)N(C(C)=O)c1ccccc1-2 (stereo not given)
7.9	O=C1NN(c2ccc(Br)cc2)C(=O)/C1=C\c1ccc2c(c1)OCO2
2.7	CC(=O)c1ccc(OCc2cc(C(=O)NC3CCCC3)no2)cc1
-7.4	CC(C)(C)c1ccc(C2Nc3cccc4cccc(c34)N2)cc1
-18.7	Cc1cccc(-c2cc(NC(=O)COc3ccccc3F)n(-c3ccccc3)n2)c1
7.1	Cc1[nH][nH]c(=O)c1C(c1ccc(OS(=O)(=O)c2ccc(F)cc2)cc1)c1c(C)[nH][nH]c1=O
-7.3	O=[N+]([O-])c1ccc(N/N=C/c2cc([N+](=O)[O-])ccc2Cl)cc1
-2.9	Cn1cnc([N+](=O)[O-])c1S(=O)(=O)c1cccc(Cl)c1
2.5	Cc1c(NS(C)(=O)=O)cccc1C(=O)Nc1ccc(F)c(F)c1
-2.6	O[C@H]1CN(Cc2ccc(F)cc2F)C[C@@H]1N1CCOCC1
1.2	CCc1nnc(SCC(=O)Nc2cc(OC)ccc2OC)nc1CC
9.0	CCOC(=O)C1=C(C)C2C3C(=O)N(c4cccc(C)c4)C(=O)C3C1(C)C1C(=O)N(c3cccc(C)c3)C(=O)C21 (stereo not given)
3.0	Cc1ccc2[nH]c(=O)c(-c3cc(-c4ccc(Cl)cc4)c4ccccc4n3)c(-c3ccccc3)c2c1
2.6	O=C(NCCCCNC(=O)c1cccc(I)c1)c1cccc(I)c1
-2.2	CC(Oc1ccccc1)C(=O)Nc1nc2ccc(S(N)(=O)=O)cc2s1 (stereo not given)

Single values from the results shown:
Reading for `Cn1cnc([N+](=O)[O-])c1S(=O)(=O)c1cccc(Cl)c1` under ROC1-CUL1 inh: -2.9
Reading for `O=[N+]([O-])c1ccc(N/N=C/c2cc([N+](=O)[O-])ccc2Cl)cc1` under ROC1-CUL1 inh: -7.3
Reading for `Cc1c(NS(C)(=O)=O)cccc1C(=O)Nc1ccc(F)c(F)c1` under ROC1-CUL1 inh: 2.5
Reading for `O=C(NCCCCNC(=O)c1cccc(I)c1)c1cccc(I)c1` under ROC1-CUL1 inh: 2.6
Reading for `Cc1[nH][nH]c(=O)c1C(c1ccc(OS(=O)(=O)c2ccc(F)cc2)cc1)c1c(C)[nH][nH]c1=O` under ROC1-CUL1 inh: 7.1

Following part:
ROC1-CUL1 inh	smiles
-1.2	C=CCC(=O)NC1CC(C)(C)Cc2c1cnn2-c1ccc(F)cc1 (stereo not given)
0.8	Cc1c(-c2ccc(Cl)cc2Cl)nc2ccccc2c1C(=O)N1CCN(c2ccccc2)CC1
-2.4	CCOc1ccc(OCC)c(Nc2nc3ccccc3c3nnc(C)n23)c1
-1.2	CCN(C(=O)c1sc2cc(OC)ccc2c1Cl)c1ccccc1
1.8	Nc1nc(Nc2ccc(Cl)cc2)nc(-c2cc(Cl)ccc2O)n1
-5.5	Cc1ccc(NC(=O)CN(C)S(=O)(=O)c2cccc3cccnc23)c(C)c1
3.7	Cc1ccccc1NC(=O)COc1ccc(N(C)C(=O)c2ccccc2)cc1
1.6	COC(C(=O)Nc1ccc(F)c(F)c1)c1ccccc1 (stereo not given)
-1.3	O=C(NCCCCNC(=O)c1cccs1)c1cccs1
-1.8	CCN(CC)c1ccc(/C=C2\C(=O)/C(=C\c3ccc(N(CC)CC)cc3)C3CCC2N3C)cc1
0.9	COc1ccc(/C=N/Nc2nnnn2-c2cccc3ccccc23)cc1OC
2.0	CCOC(=O)c1ccccc1NC(=O)c1cnn(-c2ccc(OC)cc2)c1C1CCN(C(=O)OC(C)(C)C)CC1
-3.7	CCN1CCC(NC(=O)c2cccc(C(F)(F)F)c2)CC1
-7.6	COc1cc(C#N)cc(Cl)c1OC
1.3	COc1cc(-c2[nH]nc3c2C(c2cccnc2)C(C#N)C(=N)O3)cc(OC)c1OC (stereo not given)
4.6	Cc1cccc(NC(=O)c2cccc(NC(=O)c3ccco3)c2)c1
-0.6	CCC(CO)NCc1ccc(OC)c(Br)c1 (stereo not given)
4.0	CN(CC1CCN(CCc2ccc(F)cc2)CC1)C(=O)c1cc2ccccc2oc1=O
-0.2	Cc1ccc(OC(C)C(=O)Nc2cccc(C)c2C)cc1 (stereo not given)
6.4	Cn1ccnc1C(O)CNc1nccc(-c2ncnn2C)n1 (stereo not given)
5.2	C#CCOc1ccc(CO)cc1Cl
10.3	CC1=NN(C(C)C)c2nc3c(c(=O)n(C)c(=O)n3C)n2C1C (stereo not given)
-5.6	CN(C)C(=O)CSc1nc2ccc(F)cc2[nH]1
3.7	O=C(C1CCCO1)N1CCN(Cc2c(Cl)cccc2Cl)CC1 (stereo not given)
-1.9	CC1(C)CC(=O)C2=C(C1)N(c1ccc(Cl)cc1)C(=N)C(C#N)C21C(=O)Nc2ccccc21 (stereo not given)
6.0	CNCc1ccc(OCc2cccs2)cc1
0.9	CC(=O)c1c(C)oc2ccc(N(C(=O)c3ccncc3)S(=O)(=O)c3cc(C)c(C)cc3C)cc12
3.1	CCOc1ccc(CCNC(=O)c2cn(-c3cccc(OC)c3)c(=O)c3ccccc23)cc1
12.0	Cn1ncc(C(=O)N2CCN(c3ccc(F)cc3)CC2)c1C1CCN(C(=O)OC(C)(C)C)CC1
-6.2	COc1cc(C2Nc3ccccc3C(=O)N2Cc2ccco2)cc(OC)c1OC (stereo not given)
1.7	COc1cccc(C(=O)OC/C=C/c2ccccc2)c1
-3.4	CCCn1c2ccccc2c2cnn(CC(=O)NCCN(CC)CC)c(=O)c21
